# ABHD5 PLIN5 PPI: inhibitors of human ABHD5-perilipin-5 interaction; inhibition, % at 4 µM; 0.78% of 360,000 active; Split G. princeps luciferase complementation, luminescence, 4 h; Q00G26+Q8WTS1; AID 602281;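 active means inhibition above the mean inhibition across every tested compound plus 3 SD, cut at about 22% in these data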;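 further: 0% = DMSO only wells and the 100% control is not disclosed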
# MC4R antagonist: human MC4R antagonism in cAMP assay; MC4R-expressing cells, MTII-stimulated cAMP, LANCE TR-FRET; inhibition, % at 6.5 µM; 0.48% of 360,000 active; AID 540295;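 active means inhibition above its plate's cutoff, the mean of tested wells on that plate plus 3 SD, cut at about 29% in these data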;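 further: 0% = Melanotan II alone and 100% = Melanotan II plus saturating MCL0020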
#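 Assay system: U2OS cells stably expressing human melanocortin 4 receptor (MC4R) / Dosing: 6.5 µM / Timing: compound 30 min, challenge 1 h, detection 1 h / Measured by: Eu-cAMP/anti-cAMP TR-FRET, emission 671 nm / Replicates: singlicate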
# N-glyco inh: blocks N-linked glycosylation in D54 reporter cells | D54 ERlucT glycosylation luciferase reporter, 24 h; percent of 100 nM tunicamycin response | AID 588692 | reporter increase, % at 12.5 µM | 0.23% of 360,000 active;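 active means mean luciferase reporter signal, scaled so untreated is 0 and the glycosylation-blocking control 100, at or above a set limit in every replicate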;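 further: luciferase carries N-glycosylation sites so blocking glycosylation raises the light; 0% = median of neutral control wells and 100% = median of 100 nM tunicamycin wells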
# Cardio protect: myocardial damage modulation in H9c2 cells. 0.63% of 360,000 active. AID 588492. protection from H2O2 cell death, % at 20 µM. H9c2 cardiomyocytes, H2O2 injury protection, ATPLite, 2 h;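 active means compounds giving at least 50% protection of heart cells from peroxide-induced death in the single-dose screen, raw or plate-pattern-corrected value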;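 further: 0% = DMSO wells with peroxide and 100% = DMSO wells without peroxide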
# m5-HT2A agonist: activates the mouse 5-HT2A serotonin receptor. activation, % at 7.6 µM. AID 624169. 0.66% of 360,000 active. CHO-K1 mHTR2A beta-arrestin complementation, luminescence; percent of 30 µM serotonin response. P35363;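 active means activation above a run cutoff, the mean activation of all tested compounds plus 3 SD, cut at about 14% in these data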;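 further: 0% = plate median of compound wells and 100% = 30 µM serotonin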
# SRC2 inh: human SRC2 (NCOA2) inhibition; Q15596; HEK293 GAL4-SRC2 luciferase reporter, luminescence; inhibition, % at 9 µM; 0.17% of 370,000 active;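 active means inhibition above the mean inhibition of all tested compounds plus 3 SD, set per campaign, cut at about 52% in these data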;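 further: 0% = DMSO treated cells and 100% = cells given Gossypol at 36 µM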
# MC4R ag barr: activates human MC4R beta-arrestin recruitment; P32245; AID 540308; 0.98% of 360,000 active; activation, % at 8.9 µM; U2OS MC4R beta-arrestin complementation, luminescence; percent of melanotan II response, DMSO zero;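 active means activation above a per-plate cutoff, the mean activation of sample wells on that plate plus 3 SD, cut at about 8% in these data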
# TLR9-MyD88 block: TLR9-MyD88 interaction inhibition | Q9NR96+Q99836 | inhibition, % at 4.98 µM | AID 504734 | 0.21% of 340,000 active | CHO BLA complementation TLR9-MyD88, CCF4 FRET ratio;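 active means inhibition above the mean over all tested compounds plus 3 SD, cut at about 21% in these data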;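 further: 0% = DMSO only wells and 100% = clavulanate BLA inhibitor control wells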
# ABCB6 inh 2: human ABCB6 transporter inhibition. 0.19% of 360,000 active. AID 602162. K562-ABCB6 porphyrin accumulation, flow cytometry, 1 h; hits give low values. fluorescence ratio to DMSO, % at 10 µM;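 active means fluorescence ratio to DMSO below 75%, the collection mean minus 3 SD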;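 further: signal is porphyrin accumulated inside mitochondria; 100% equals median channel fluorescence of DMSO control wells; lower ratio means ABCB6 inhibition with less porphyrin fluorescence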
# Target sequence (Q9NP58 whole entry, looked up): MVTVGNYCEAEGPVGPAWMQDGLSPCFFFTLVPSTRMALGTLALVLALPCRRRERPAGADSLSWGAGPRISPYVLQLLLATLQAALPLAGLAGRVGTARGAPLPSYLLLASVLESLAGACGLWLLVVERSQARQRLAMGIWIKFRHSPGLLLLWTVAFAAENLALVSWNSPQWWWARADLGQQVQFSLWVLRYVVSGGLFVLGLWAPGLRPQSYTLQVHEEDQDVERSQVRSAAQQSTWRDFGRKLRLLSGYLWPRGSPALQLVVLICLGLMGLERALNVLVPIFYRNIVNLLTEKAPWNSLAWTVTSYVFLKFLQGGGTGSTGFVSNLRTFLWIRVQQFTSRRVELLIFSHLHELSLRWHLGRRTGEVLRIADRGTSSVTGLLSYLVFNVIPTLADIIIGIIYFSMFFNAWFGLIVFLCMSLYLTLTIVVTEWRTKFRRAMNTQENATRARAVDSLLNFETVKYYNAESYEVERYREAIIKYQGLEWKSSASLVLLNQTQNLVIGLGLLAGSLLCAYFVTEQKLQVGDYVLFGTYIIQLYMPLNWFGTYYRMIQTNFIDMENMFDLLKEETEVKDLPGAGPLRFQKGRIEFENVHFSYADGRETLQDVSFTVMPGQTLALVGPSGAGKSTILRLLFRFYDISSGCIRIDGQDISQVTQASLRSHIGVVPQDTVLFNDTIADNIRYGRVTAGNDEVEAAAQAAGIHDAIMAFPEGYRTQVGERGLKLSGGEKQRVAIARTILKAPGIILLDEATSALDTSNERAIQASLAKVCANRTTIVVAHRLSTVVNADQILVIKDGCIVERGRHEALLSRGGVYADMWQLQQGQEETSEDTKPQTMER
# NOD2-RIPK2 inh: inhibitors of human NOD2-RIPK2 interaction | AID 624267 | CHO BLA complementation NOD2-RIPK2, CCF4 ratio | O43353 | inhibition, % at 4.98 µM | 0.38% of 360,000 active; in the data active means inhibition above about 21%;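 further: 0% = vehicle only and 100% = reference blocker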
# The depositor's hits bear a star; nt = no result given. These rows are one share of the data; rates above refer to the full screens.
SMILES,ABHD5 PLIN5 PPI,MC4R antagonist,N-glyco inh,Cardio protect,m5-HT2A agonist,SRC2 inh,MC4R ag barr,TLR9-MyD88 block,ABCB6 inh 2,NOD2-RIPK2 inh
COc1ccc(OCc2cc(C(=O)N3CCCC(OC)C3)no2)c2ccccc12 (stereo not given),9,5,3,-6,-5,-40,-1.4,2,98,-3
O=C(Nc1nnc(S(=O)(=O)Nc2ccccc2)s1)C1CCCCC1,-4,5,2,-2,-1,14,0.0,-1,96,2
COc1ccc(-c2csc(N(CCc3ccccc3)C(=O)COc3ccccc3)n2)cc1,-2,4,-6,-2,-3,-11,-0.8,3,100,2
O=C1CC(N2CCOCC2)C(=O)N1CCc1ccccc1 (stereo not given),0,2,-2,-2,-4,2,-1.6,8,96,-4
Cn1c(NC(=O)C[n+]2cc(-c3ccc(Cl)cc3)n3c2CCC3)cc(=O)n(C)c1=O,5,6,-1,-1,3,-37,2.3,-10,102,-9
COCOc1ccc(C=O)cc1OCOC,2,11,3,3,-4,2,-0.5,-6,101,-4
Cc1cccc(N2C(=O)C(Oc3ccc(Cl)cc3Cl)C2C(=O)O)c1C (stereo not given),2,-3,-6,11,5,-7,-1.4,0,102,1
Cc1ccc(NC(=O)c2ccccc2-c2ccccc2C(=O)O)cc1,1,7,1,4,-3,-37,-2.5,6,98,3
Cc1ccccc1-c1cnc(C(O)c2ccc(F)cc2)[nH]1 (stereo not given),-5,1,0,-6,-3,-12,-1.7,nt,100,5
c1ccc(-c2nc(NCCCn3ccnc3)c3oc4ccccc4c3n2)cc1,11,6,1,38,1,6,0.2,5,93,8
CC1CN(C(=O)COC(=O)c2ccc(F)cc2Cl)CC(C)O1 (stereo not given),8,-2,-1,3,4,-5,1.2,11,100,-12
COc1ccc(-c2nc(-c3cccc(C)c3)no2)cc1OC,-3,5,-2,0,-3,nt,-1.5,7,94,-9
CC(=O)Nc1ccc(NC(=S)NC(=O)c2ccc(-c3ccccc3)cc2)cc1,-1,6,3,-7,8,1,36*,nt,92,-5
COc1cc(NC(=O)Cn2ncc3c2-c2ccccc2OC3)cc(OC)c1OC,1,-1,3,-8,-2,-1,-1.3,0,95,30*
COc1ccc2[nH]c3c(c2c1)CCN1C(=O)C(CC(=O)NCCc2ccccn2)C[C@H](C(=O)N2CCCCC2)[C@@]31C (stereo not given in full),3,3,4,-6,1,-13,-0.6,-4,102,-7
CCOC(=O)c1sc(NC(=O)C2CC(=O)N(c3ccccc3OC)C2)nc1C (stereo not given),13,27,3,-8,-7,-41,-2.2,-9,98,-6
CCN1C(=O)N[C@@H](CCc2ccccc2)[C@@H](C(=O)OC)[C@H]1C,7,7,0,5,1,-3,-1.4,6,90,3
NS(=O)(=O)c1ccc(CNC(=O)c2ccc(S(=O)(=O)NCc3ccco3)cc2)cc1,-4,-2,0,-8,9,-19,-0.8,6,97,-11
O=C(CN1C(=O)c2ccccc2S1(=O)=O)c1ccccc1F,0,10,-22,-8,-1,8,1.2,-5,103,5
COc1cccc(C=Nc2ccc3c(c2)OCCO3)c1O,6,-4,-6,0,11,nt,2.3,1,92,-5

# 3 compounds already listed, ordered by formula weight, ascending.
SMILES,ABHD5 PLIN5 PPI,MC4R antagonist,N-glyco inh,Cardio protect,m5-HT2A agonist,SRC2 inh,MC4R ag barr,TLR9-MyD88 block,ABCB6 inh 2,NOD2-RIPK2 inh
O=C1CC(N2CCOCC2)C(=O)N1CCc1ccccc1 (stereo not given),0,2,-2,-2,-4,2,-1.6,8,96,-4
CCN1C(=O)N[C@@H](CCc2ccccc2)[C@@H](C(=O)OC)[C@H]1C,7,7,0,5,1,-3,-1.4,6,90,3
COc1ccc2[nH]c3c(c2c1)CCN1C(=O)C(CC(=O)NCCc2ccccn2)C[C@H](C(=O)N2CCCCC2)[C@@]31C (stereo not given in full),3,3,4,-6,1,-13,-0.6,-4,102,-7

# (cont.)
SMILES,ABHD5 PLIN5 PPI,MC4R antagonist,N-glyco inh,Cardio protect,m5-HT2A agonist,SRC2 inh,MC4R ag barr,TLR9-MyD88 block,ABCB6 inh 2,NOD2-RIPK2 inh
O=Cc1cccn1-c1nccc(-c2ccco2)n1,7,-1,0,0,2,8,0.7,6,95,-5
Cc1ccc(/C(O)=C2/C(=O)C(=O)OC2c2ccc(Cl)cc2)cc1 (stereo not given),32*,4,1,6,7,-15,0.8,-5,87,4
O=C(NNC(=O)c1c(F)cccc1F)c1sccc1-n1cccc1,1,-1,1,2,-2,1,-2.5,-4,99,-4
CCN(CC(=O)NCc1ccc(Cl)cc1)C(=O)CCOc1ccc(C)cc1,-8,-4,1,-5,-2,-27,-0.5,-7,93,-10
CCCn1c(N)c(C(=O)CSc2n[nH]c(-c3ccccc3F)n2)c(=O)n(C)c1=O,11,1,-1,-2,5,-36,-0.6,-12,92,0
OCC1OC(n2cnc3ncccc32)C(O)C1O (stereo not given),-2,nt,-1,8,2,-16,nt,nt,100,5
COc1ccc(Nc2nc(N3CCN(S(=O)(=O)N(C)C)CC3)nc3ccccc23)cc1,-6,6,-2,24,-7,-27,-1.8,4,96,12
Cc1[nH]nc(SCC(=O)Nc2ccc(C#N)cc2)c1[N+](=O)[O-],-6,20,1,-14,-2,-26,1.1,-1,105,7
CCC(=O)N1CCc2cc(S(=O)(=O)NCCC(=O)N3CCc4ccccc4C3)ccc21,0,7,0,-12,-2,2,-2.3,3,98,-6
CCC(C)NCCCCOc1ccc(Br)cc1 (stereo not given),3,3,-1,2,0,-26,-0.7,-11,98,7
COc1ccc(Cl)cc1C1=NOC2(CCC2)C(=O)N1Cc1cccc(C#N)c1,-4,13,0,9,-1,-9,0.2,nt,102,6
CCn1c(SCC(=O)NCCc2ccccc2)nc2c([nH]c3ccccc32)c1=O,4,-6,nt,-11,1,-10,-0.2,2,100,-9
CC[C@H](C)[C@H](NC(N)=O)C(=O)OCC(=O)NCc1ccc(Cl)cc1,1,-6,1,-5,5,-24,0.7,-3,103,-6
CC(=O)Nc1ccc(NC(=O)CSc2nnc3ccc(-c4ccccn4)nn23)cc1,-7,-4,0,-3,0,5,1.1,-6,105,-8
COc1ccccc1CNC(=S)NCCc1ccccc1,-1,14,-2,-1,-5,-9,-4.1,-2,99,-3
COc1ccccc1OCC(=O)Nc1ccccc1C(=O)N1CCCC1,-5,-4,0,-1,10,-22,0.0,-2,100,4
CS(=O)(=O)c1[nH]nc(-c2cccc(Cl)c2)c1C#N,8,2,0,2,1,-2,-0.9,nt,93,-14
COc1ccc(-c2cc(C(=O)Nc3ccccc3O)c3ccccc3n2)cc1,7,-1,1,12,4,-4,2.5,9,95,11
O=C1CC(NCCc2ccccc2)C(=O)N1CCc1ccccc1 (stereo not given),9,8,-1,7,0,3,-3.0,-9,98,-6
CSc1cccc(CNC(=O)C2CCC(=O)N(CCc3ccccn3)C2)c1 (stereo not given),0,4,0,1,3,-8,-1.3,1,104,1
CCOc1ccc(CNCc2ccc(C(=O)O)cc2)cc1OC,6,-2,0,8,-2,-28,-2.4,7,148,6
CCOP(=O)(CC(C(C)=O)C(O)c1ccccc1)OCC (stereo not given),2,1,1,4,7,-11,-0.7,-12,97,-3
CCc1ccc(S(=O)(=O)N2CC(=O)Nc3ccccc32)cc1,8,3,0,-1,14,13,2.0,5,94,-6
O=C(O)CC/C(=N/NC(=O)CNC(=O)c1ccc2c(c1)OCCO2)c1ccccc1,0,4,3,-5,-3,-22,0.2,1,103,-1
CCOC(=O)C(C(=O)OCC)N(C#N)c1nc(OC)nc(N(C)C)n1,1,-4,0,1,-1,5,-1.4,-2,85,-7
CN1CCN(C(=O)CN(c2cccc(Br)c2)S(=O)(=O)c2ccccc2)CC1,7,4,3,7,-7,17,-1.2,7,95,-18
Cc1cc(NC(=O)C2C3C(=O)N(CC4CCCO4)C(C(=O)NCc4ccccc4)C34C=CC2(C)O4)no1 (stereo not given),-2,-1,2,25,-5,-2,-0.5,4,97,-2
COC(=O)c1ccc(NC(=O)COc2ccc(N(C)S(=O)(=O)c3ccc(C)cc3)cc2)cc1,1,4,1,4,-4,-24,0.7,1,90,-5
O=S(=O)(Cc1ccccc1)N1CCN(C/C=C/c2ccccc2)CC1,-8,0,0,-1,-11,-12,1.7,2,97,-7
CCOC(=O)Cn1c(=O)c(-c2ccccc2N)nc2ccccc21,5,6,5,9,12,-10,-0.5,3,98,0
NC(=S)N/N=C\c1c(OCc2ccccc2Cl)ccc2ccccc12,-15,5,-10,-16,0,0,-1.5,-4,94,1
CC(C)NC(=O)Nc1nnc([C@@H]2C[C@H](O)[C@@H](CO)O2)s1,-7,6,2,15,-3,7,-2.6,nt,104,-8
CN(C)S(=O)(=O)n1cc(/C=C(\NC(=O)c2ccccc2F)C(=O)NCCCN2CCOCC2)c2ccccc21,3,-5,2,8,-1,-16,-1.1,2,93,-10
Cc1[nH]c2ccccc2c1C(=O)C(C)OC(=O)c1ccc(NC(=O)CC#N)cc1 (stereo not given),5,-14,-1,7,0,12,-0.1,6,109,-8
COCCNC(=O)C1(C)CCCN(C(=O)c2ccc(OC)cc2OC)C1 (stereo not given),-9,22,2,0,-2,-7,1.8,nt,105,4
CCOc1ccc(CN2CCN(Cc3c[nH]c4ccccc34)CC2)cc1,8,-2,-2,-9,-8,11,0.2,3,95,3
O=C(CSc1n[nH]c(-c2cccnc2)n1)Nc1ccccc1,0,14,1,-4,-7,-8,-1.1,13,90,2
O=C(C=CC(=O)OC1CCCCC1)OC1CCCCC1,8,6,3,-1,5,4,2.5,6,95,-9
O=C(CSCC(=O)N1CCCCC1)Nc1nc(-c2cccs2)cs1,-4,9,-1,-18,-2,-2,-1.0,-10,96,5
O=C1CC(N2CCC(c3nc4ccccc4o3)CC2)C(=O)N1c1ccc(F)cc1 (stereo not given),5,21,2,3,0,1,-2.1,5,100,-15
O=C(O)C1C2CCC(O2)C1C(=O)NCCC1=CCCCC1 (stereo not given),-5,0,0,10,3,nt,-0.2,-23,95,-1
CCOc1ccc(/C=N/n2c(COc3ccccc3)n[nH]c2=S)cc1OC,-5,5,1,-9,-5,-25,-1.6,0,75,-3
CSc1ccc(Cl)c(C(=O)OCC(=O)Nc2ccccc2OC(F)F)c1,-7,7,1,2,0,4,1.9,-3,99,-8
CCOc1ccccc1N(CC(=O)Nc1ccc(S(=O)(=O)N2CCCC2)cc1)S(C)(=O)=O,0,6,-2,0,0,-2,-2.9,-12,98,-5
CCc1ccccc1NC(=O)C1CCN(S(=O)(=O)c2ccc(N3CCCC3=O)cc2)CC1,-5,16,-2,0,-2,8,-0.2,-6,97,-15
CCOc1cc(S(=O)(=O)N2CC=C(c3ccc(F)cc3)CC2)c(OCC)cc1-n1cnnn1,6,4,8,1,2,1,-1.3,-1,99,5
CC(C)c1ccc(CC(=O)N2CCC2(C)C(=O)Nc2ccccc2)cc1 (stereo not given),-8,0,2,1,0,2,-0.8,nt,101,-9

# ABHD5 PLIN5 PPI: hit marks shown above.
mol	ABHD5 PLIN5 PPI	MC4R antagonist	N-glyco inh	m5-HT2A agonist	SRC2 inh	MC4R ag barr	TLR9-MyD88 block	ABCB6 inh 2	NOD2-RIPK2 inh
Cc1ccc(/C(O)=C2/C(=O)C(=O)OC2c2ccc(Cl)cc2)cc1 (stereo not given)	32*	4	1	7	-15	0.8	-5	87	4

# Source: PubChem
